Screens (PubChem BioAssay)
Y pestis TopoI – Yersinia pestis topoisomerase I inhibitors, primary screen, biochemical, cleavage product accumulation, plate reader, single point; DNA topoisomerase I (Yersinia pestis CO92); hit rate 0.064% among 360,000; AID 504884, 2011; Y. pestis Topo-I cleavage product accumulation; activity, % at 10 µM; in the data active = activity above about 50%, passing the limit was not always enough; inconclusive = no clear call, values can overlap the other calls; also: inactives centre near 2
Vc quorum ag – inducers of Vibrio cholerae quorum light production without autoinducers, primary screen, BH1578 luxS cqsA deficient, single point; AID 588436, 2011; V. cholerae BH1578 lux reporter, luminescence, 6 h; hit rate 0.16% among 350,000; activation, % at 18.7 µM; in the data active = activation mostly above about 9.7%, no sharp cut-off; inconclusive = no clear call, values can overlap the other calls; inactive = mostly below about 3.7%; also: not every result past the cut was called active; inactives centre near 0; reference of the scale not given here
Anthrax LF prot – Bacillus anthracis LF protease inhibitors, primary screen, biochemical, multiplex microsphere, MLPCN library | multiplex microsphere protease cleavage assay | inhibition, % at 10 µM | hit rate 0.12% among 360,000 | AID 588501, 2011; also: plate controls were buffer without enzyme for full effect and enzyme alone for no effect
Target sequence (P15917 whole entry, looked up): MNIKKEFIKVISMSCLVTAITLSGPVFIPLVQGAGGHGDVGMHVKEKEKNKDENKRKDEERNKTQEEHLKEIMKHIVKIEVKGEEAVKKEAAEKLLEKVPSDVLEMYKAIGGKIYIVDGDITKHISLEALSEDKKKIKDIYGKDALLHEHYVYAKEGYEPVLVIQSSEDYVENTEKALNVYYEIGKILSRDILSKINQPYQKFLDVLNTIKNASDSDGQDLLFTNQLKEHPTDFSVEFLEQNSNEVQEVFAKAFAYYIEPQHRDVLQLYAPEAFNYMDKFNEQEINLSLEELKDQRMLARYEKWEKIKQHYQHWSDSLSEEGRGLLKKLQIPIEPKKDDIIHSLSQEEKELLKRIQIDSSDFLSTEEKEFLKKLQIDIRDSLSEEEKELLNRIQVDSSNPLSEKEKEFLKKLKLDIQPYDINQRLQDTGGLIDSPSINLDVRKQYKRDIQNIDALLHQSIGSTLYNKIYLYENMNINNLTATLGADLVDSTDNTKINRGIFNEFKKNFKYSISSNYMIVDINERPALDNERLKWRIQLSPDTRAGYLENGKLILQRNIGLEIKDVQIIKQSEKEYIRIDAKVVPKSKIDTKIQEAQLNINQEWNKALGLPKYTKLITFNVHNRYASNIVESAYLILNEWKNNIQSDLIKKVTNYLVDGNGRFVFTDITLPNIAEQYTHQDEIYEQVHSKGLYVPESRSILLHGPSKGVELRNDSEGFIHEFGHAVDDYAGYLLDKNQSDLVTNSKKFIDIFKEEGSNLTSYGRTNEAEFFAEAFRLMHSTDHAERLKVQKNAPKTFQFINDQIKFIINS
BoNT A protease – BoNT/A light chain protease inhibitors, primary screen, biochemical, flow cytometry, MLPCN library; Botulinum neurotoxin type A light chain protease (Clostridium botulinum A str. ATCC 3502); multiplex microsphere protease substrate cleavage; hit rate 0.17% among 360,000; inhibition, % at 10 µM; also: plate controls were buffer without enzyme for full effect and enzyme alone for no effect
PrPC surface inh – inhibitors of human cell surface prion protein PrPC, primary screen, cell-based, TR-FRET | Major prion protein (Homo sapiens), P04156 | TR-FRET read-out | inhibition, % at 13.8 µM | hit rate 0.43% among 370,000 | AID 720596, 2013; in the data active = inhibition above about 24%; also: 0% = median of the test wells and 100% = reference compound wells
3CLpro inhibitor – SARS-CoV 3CLpro protease inhibitors, primary screen, biochemical, quenched FRET; recombinant SARS-CoV 3CLpro, quenched FRET peptide cleavage; AID 1706, 2009; Replicase polyprotein 1ab (Severe acute respiratory syndrome coronavirus), P0C6X7; inhibition, % at 6 µM; hit rate 0.14% among 290,000; in the data active = inhibition above about 12%
TcdB inh – TcdB glycohydrolase inhibitors, primary screen, biochemical, single point, plate reader; TcdB glycohydrolase enzymatic assay; inhibition, % at 9.99 µM; Toxin B (Clostridioides difficile), P18177; hit rate 0.24% among 350,000; AID 652162, 2013; in the data active = inhibition above about 10%
PfHsp40 yeast – rescue of yeast from PfHsp40 toxicity, primary screen, S. cerevisiae, ATP luminescence; S. cerevisiae expressing PfHsp40, growth rescue; growth rescue, % at 12.5 µM; hit rate 0.68% among 340,000; AID 504582, 2011; in the data active = growth rescue above about 28%, passing the limit was not always enough; inconclusive = no clear call, values can overlap the other calls;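 also: yeast W303a lacking pdr1 and pdr3 grown in galactose medium; growth measured after three days at 30 °C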
SSB-PriA inh – inhibitors of Klebsiella pneumoniae PriA binding to SSB C-terminal tail, primary screen, biochemical, AlphaScreen; AID 1272365, 2023; AlphaScreen SSBct-PriA binding, biotinylated peptide; hit rate 0.6% among 430,000; PriA–SSB C-terminal tail interaction (Klebsiella pneumoniae); inhibition, % at 33 µM; in the data active = inhibition mostly above about 37%, no sharp cut-off; inactive = mostly below about 20%;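 also: plate controls were negative control peptide for no effect and reference peptide for full effect; strong numbers were not always called active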
Numbers without * were called inactive; i = inactive; ? = inconclusive; . = no result given; & = joins results of further samples. Rule as the data show it, unless noted: active = inhibition above about 30%; inconclusive = no clear call, values can overlap the other calls; inactive = below that. This is a subset; the hit share may differ from the screen's.

SMILES	Y pestis TopoI	Vc quorum ag	Anthrax LF prot	BoNT A protease	PrPC surface inh	3CLpro inhibitor	TcdB inh	PfHsp40 yeast	SSB-PriA inh
Cc1nnc(NC(=O)CS(=O)(=O)Cc2ccccc2)s1	-10.6	i	-4.4	-0.4	-7.1	3.0	1.8	0.5	12.7
COc1ccccc1NC(=S)N(CCCN1CCOCC1)Cc1cccs1	11.4	i	-1.7	-0.1	3.9	2.6	0.6	-1.9	2.7
CC1CCCCC1NC(=O)CN(C)S(=O)(=O)c1cccc2cccnc12 (stereo unspecified)	9.2	i	-1.3	1.1	10.7	-1.6	0.8	1.2	0.0
O=C(NCc1cccnc1)c1c[nH]c2cc3c(cc2c1=O)OCCO3	-0.4	.	6.7	0.8	6.3	-3.2	.	-1.2	-1.0
CCOc1ccc(C2/C(=C(\O)c3cccc(OC)c3)C(=O)C(=O)N2c2cc(C)on2)cc1OC (stereo unspecified)	2.2	.	4.4	0.0	-6.8	1.8	.	-0.6	.
COc1cccc(NC(=O)CSc2nc3ncc(Br)cc3[nH]2)c1	6.8	i	-1.7	0.3	7.9	0.1	0.8	-1.4	-2.0
CN(C(=O)CN1C(=O)NC(c2ccccc2)(c2ccccc2)C1=O)C1CCS(=O)(=O)C1 (stereo unspecified)	-5.3	i	4.9	0.4	0.5	.	0.4	-0.2	-2.6
CCN=C1SC(CC(=O)Nc2ccccc2OCC)C(=O)N1CC (stereo unspecified)	4.8	-0.3	1.8	0.1	7.3	2.4	.	0.3	-1.0
Cc1ccc(-n2nnc3c(=O)oc4ccccc4c32)cc1	-1.6	i	.	.	2.9	2.5	.	-1.1	-26.1
O=C1NN=C(c2ccccc2)CC1c1c[nH]c2ccccc12 (stereo unspecified)	0.3	i	-1.0	-0.8	-3.2	-3.0	1.7	-0.4	6.4
COc1ccc(CC(=O)NNc2ncnc3c2cnn3-c2ccc(C)cc2)cc1	-3.6	-0.6	-0.4	-0.7	4.2	6.1	.	-1.2	-8.7
Cc1cc(C)n2nc(C)c(-c3ccccc3)c2n1	0.7	-0.5	4.4	0.3	1.1	.	0.9	0.3	-11.1
O=C(N/N=C/c1cccc([N+](=O)[O-])c1)c1cccc(Br)c1	-7.0	-0.2	-2.4	-0.9	-1.2	-3.2	-0.8	0.4	.
Cn1nnc(NC(=O)c2cccc(OCc3ccccc3)c2)n1	-6.6	0.4	.	.	12.7	-3.6	.	0.0	0.4
Cn1c(SCC(=O)Nc2ccccc2F)nnc1-c1ccc(S(=O)(=O)N2CCOCC2)cc1	0.7	i	0.1	4.7	-2.4	0.9	.	-0.3	-3.1
CN(C)C(=O)Cn1c(SCC(=O)Nc2ccc3c(c2)OCO3)nc2ccccc21	-8.0	-0.4	-0.9	0.1	-0.6	-0.2	.	-0.2	-15.9
Cc1ccc(NC(=S)NCc2cccs2)cc1	7.2	i	-0.2	0.0	-5.5	-1.0	.	1.8	-16.7
Cc1nn(-c2ccc(C(F)(F)F)cn2)c(C)c1Oc1ccccc1O	4.3	0.7	-4.0	-1.3	0.7	6.6	.	2.2	-4.8
N#Cc1ccccc1S(=O)(=O)N1CCN(C(=O)CCC2CCCC2)CC1	16.3	7.1	-7.0	-1.3	-5.8	.	0.5	-1.9	-9.5
Cc1noc(C)c1COC(=O)CCN1c2ccccc2Sc2ccccc21	22.2	i	-6.4	0.1	-0.2	0.7	.	9.1	-16.6

The last 2 entries of the part before open the next one:
SMILES	Y pestis TopoI	Vc quorum ag	Anthrax LF prot	BoNT A protease	PrPC surface inh	3CLpro inhibitor	TcdB inh	PfHsp40 yeast	SSB-PriA inh
N#Cc1ccccc1S(=O)(=O)N1CCN(C(=O)CCC2CCCC2)CC1	16.3	7.1	-7.0	-1.3	-5.8	.	0.5	-1.9	-9.5
Cc1noc(C)c1COC(=O)CCN1c2ccccc2Sc2ccccc21	22.2	i	-6.4	0.1	-0.2	0.7	.	9.1	-16.6
CCN(CC(=O)Nc1cc(Cl)ccc1C)c1ncnc2sc(C)c(C)c12	28.6	-0.2	-1.1	0.4	11.4	1.5	0.6	33.0*	-12.3
Cc1cc(O)c(NC(=O)c2ccco2)cc1C	-0.4	i	-1.5	-0.7	6.6	-5.0	.	0.3	-12.3
CC(C)C(NS(=O)(=O)c1cccs1)C(=O)N1CCc2ccccc2C1 (stereo unspecified)	1.6	i	0.0	0.3	-2.3	-1.9	.	1.0	-13.3
CN(CC(=O)Nc1cccc(F)c1)C(=O)CSc1nc2ccccc2s1	7.1	i	3.3	1.0	-3.8	.	1.7	0.4	-10.3
CCOc1ccc(N(CC(=O)Nc2ccccc2C(=O)N2CCCC2)S(C)(=O)=O)cc1	3.5	i	-2.6	-1.0	0.9	0.7	0.2	-0.3	-4.8
CC(=O)Nc1ccccc1-c1nc2ccccc2nc1OCC(=O)c1ccc(Br)cc1	2.0	-0.1	-0.7	-1.7	-0.8	1.4	.	-0.5	6.5
CCOC(=O)c1sc(NC(=O)c2ccccc2C(=O)O)c(C(=O)OCC)c1C	14.3	-0.3	1.2	0.6	4.5	-0.5	0.7	1.1	-1.5
O=c1[nH]c(CN2CCc3ccccc32)nc2scc(-c3cccs3)c12	2.9	i	2.7	1.0	6.7	-3.1	.	0.8	1.3
COc1ccc(-n2nnnc2CNC(=O)C2CC(=O)N(c3ccc(F)cc3)C2)cc1 (stereo unspecified)	-7.9	i	2.9	0.1	30.9*	.	0.8	.	.
CCOC(=O)c1c(-n2c(C)cc(/C=C3\C(=O)NC(=O)N(C)C3=O)c2C)sc2c1CCCC2	18.8	-1.9	3.9	-0.8	3.5	-0.7	.	1.2	-11.7
Cc1cnc(CNC(=O)c2csc(COCCO)n2)cn1	-2.4	-0.3	0.3	-0.2	-1.7	.	-0.7	.	.
COCCn1c(SCC(=O)Nc2cccnc2Cl)nc2ccccc21	2.8	i	-2.8	-0.4	1.1	.	1.0	-0.6	-12.4
COP(=O)(OC)C(NC(=O)Nc1ccccc1)c1ccccc1 (stereo unspecified)	6.3	-0.2	-1.1	-1.6	-1.8	-2.4	1.8	1.6	-10.1
Cc1ccc(CN2CCN(CC(C)C)C(CCO)C2)s1 (stereo unspecified)	-0.2	-0.2	0.1	0.4	-0.6	-1.0	0.7	-1.2	-8.2
CN(C(=O)COC(=O)CSCc1cccc(Cl)c1)c1c(N)n(Cc2ccccc2)c(=O)[nH]c1=O	10.3	i	-3.9	-2.4	4.8	.	0.2	-0.2	-21.9
Cc1ccn2c(CNCc3cnn(C)c3)c(C(=O)N3CCCCCC3)nc2c1	-9.5	i	2.7	1.0	-0.1	-2.2	1.7	-0.8	-5.8
COc1ccc(-c2cnc(N)n2C)cc1	-0.7	-1.3	-11.2	-0.7	0.8	1.4	-0.7	0.4	-2.6
COc1cc2c(=O)n(CCC(=O)NCC3CCCO3)c(=O)n(CC(=O)Nc3ccc(C)cc3C)c2cc1OC (stereo unspecified)	9.3	i	2.9	-0.2	-0.8	-1.4	0.9	0.0	-2.3
CC(=O)Nc1ccc(NC(=O)CSc2nnc(-c3ccco3)o2)cc1	-1.0	i	0.5	-0.4	-1.8	0.6	-1.8	0.7	-3.9
NC(=O)C1CCN(c2nc(-c3cccc(N)c3)cs2)CC1	-4.0	-0.5	-2.1	-0.3	-10.5	.	.	0.9	-11.2
Cc1ccc(CN2C(=O)CCC2C(=O)NCc2ccc3c(c2)OCO3)cc1 (stereo unspecified)	-5.6	-1.0	-1.4	-0.2	-0.4	-4.6	.	-2.0	-1.5
COc1cc(COc2ccc3c(C)c(CCC(=O)O)c(=O)oc3c2)cc(OC)c1OC	0.2	-0.2	-4.7	-1.3	-1.8	4.5	0.7	1.0	-8.4
O=C(Nc1cccc(O)c1)c1cccc(S(=O)(=O)N2CCCCCC2)c1	16.2	i	10.4	1.6	0.2	1.9	1.6	-1.7	0.6
Nc1cc(=O)[nH]c(SCC(=O)NC2CCCCCCC2)n1	-9.1	-1.0	-1.4	0.2	-5.4	.	1.0	0.2	-11.9
COc1ccccc1-n1c(C)nc2cc(C(=O)NCc3ccc4c(c3)OCO4)ccc21	24.7	-0.3	-0.3	1.6	0.5	4.4	.	-0.5	-8.2
O=C(Nc1ccccn1)Nc1ccccc1Cl	9.1	0.0	-9.6	-0.6	-6.2	1.0	1.6	-0.9	-15.6
Cc1cc(=O)n2[nH]c(SCc3ccc(Cl)cc3)nc2n1	2.7	0.0	0.8	?	-4.3	-2.0	-0.4	0.4	-17.8
COc1ccc(CCNC(=O)c2c(N)no[n+]2[O-])cc1OC	-1.6	-1.3	1.4	-0.2	-5.4	1.0	0.5	-0.7	2.0
Cc1ccc(C(C)C)c(OCCNC(=O)c2ccccc2O)c1	12.1	i	-3.2	-2.5	1.6	2.6	1.3	4.0	-72.1
O=C(NCc1ccccc1)C1=C[C@@H](c2ccc(Br)cc2)C[C@@H](OCc2ccc(CO)cc2)O1	7.5	-0.6	-5.5	-0.1	4.5	-2.5	-0.9&-3.9	3.4	8.2
Cc1cc2ccccc2n1CCNC(=O)C(C)C	11.9	-0.2	59.5*	80.1*	5.0	2.4	4.9	-0.2	9.9
CCCCNC(=O)C(=O)N/N=C/c1ccc(C(=O)OC)cc1	-6.3	i	-0.2	-1.1	1.4	3.0	0.8	-0.6	.
NC(=NC(=O)c1ccc(Cl)cc1)N1N=CCC1c1ccccc1 (stereo unspecified)	7.5	-0.3	-2.7	0.9	-6.7	-1.8	0.1	3.3	.
CCSc1cc(C)nc2c(-c3ccc(Cl)cc3)c(C)nn12	6.6	-0.2	0.6	-3.1	4.0	-3.9	2.3	-0.3	-16.1
Cc1ccccc1NC(=O)/C(=C\c1cccs1)NC(=O)c1ccco1	4.1	i	-4.0	-1.5	-4.0	0.7	.	0.7	3.3
Cc1nn(CCCC(=O)NCc2ccccc2)c(=O)c2nccn12	0.8	-1.1	1.2	0.1	1.1	-3.8	1.8	-0.5	0.9
CCOC(=O)c1ccc(NC(=O)CCC(=O)OC)cc1	0.6	i	0.5	0.5	8.4	-3.2	.	-0.4	-2.2
Cc1nn2c(NCCN(C)C)c3c(nc2c1-c1ccccc1)CCC3	-5.8	-0.6	-7.8	-3.3	-7.8	3.4	0.4	0.0	9.9
COc1ccc(-n2c(=S)[nH]c3ccccc3c2=S)cc1	2.3	i	-1.2	-1.9	-4.3	1.9	-1.8	0.1	-13.4
COCCNC(=O)c1cc(-c2cccc(OC)c2)on1	1.9	-1.2	-4.6	-1.2	0.3	-1.9	.	5.8	-9.3
CC(OC(=O)CNC(=O)c1ccc(Cl)c([N+](=O)[O-])c1)C(=O)NCc1ccco1 (stereo unspecified)	5.5	-0.5	.	.	-17.2	.	0.7	1.0	-6.6
Cc1c(C(=O)NN)nn(-c2ccc(Cl)cc2)c(=O)c1C#N	11.7	-0.7	-6.6	-0.7	-51.6	0.6	1.1	0.8	-5.2
Cc1ccc(C(=O)N[C@H](C(=O)Nc2cc(Cl)cc(Cl)c2)C(C)C)cc1	-11.9	-1.0	-0.9	0.4	-2.5	3.5	.	0.1	-9.9
CC1=C(C#N)c2nc(N)c(C#N)c(C)c2/C1=C\c1ccc(-c2ccccc2C(=O)O)o1	-17.1	-0.5	0.7	3.1	-2.2	0.6	-0.4	3.7	2.9
O=C(CCCn1c(=S)[nH]c2ccccc2c1=O)NC1CCCCC1	-3.4	-0.7	-6.5	0.2	3.9	4.4	.	-1.7	5.2
